Compound activity from PubChem.
HT1080-NT tox – kills 2HG-producing HT-1080-NT fibrosarcoma cells; HT-1080-NT fibrosarcoma viability, CellTiter-Glo ATP luminescence, 48 h; Potency, µM (top dose mostly 46.1 µM), for inactives: at the top dose activity, negative = less viability, usual class: cytotoxic; 1.6% of 360,000 active;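 note: NT is the 2HG producing partner of a matched IDH1 knockdown line; potency is the fitted concentration of half-maximal effect; 0% = DMSO-treated cells and -100% = media-only wells without cells; nearly all actives have a fitted effect of over 55% in size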
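750 cells/well, RPMI + 5% FBS; 2 h settle, compound pin-transfer, 48 h at 37 degrees C. CellTiter-Glo 10 min RT, luminescence. Normalized to DMSO and media-only wells.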
HEK293 tox – cytotoxic in the GLP-1 receptor inverse agonist counter-screen; 0.13% of 410,000 active; Potency, µM (top dose mostly 38.3 µM), without a hit: at the top dose activity change, negative = inhibition, most hits filed as inhibitors; HEK293 cAMP-luciferase reporter cells, luminescence, 24 h; AID 624418;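 note: loss of luciferase light is scored as toxicity; potency is the fitted concentration of half-maximal effect; % is set by controls: 0 for no effect and ±100 for the full control effect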
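Seeding density was 200 cells/uL; after overnight-length (12 h) culture, 23 nL compounds went on for 24 h at 37 °C. Readout used a luciferase detection reagent, luminescence taken after 12 min at room temperature.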
KB-V1 cytotox – kills drug-selected multidrug resistant KB-V1 cells. KB-V1 MDR cells viability, CellTiter-Glo, 72 h. Potency, µM (highest dose often 46.1 µM), for inactives: at the highest dose activity change, negative = cytotoxicity, actives largely listed as cytotoxic. 3.4% of 400,000 active; note: potency is the fitted concentration of half-maximal effect; % is set by controls: 0 for no effect and ±100 for the full control effect; nearly all actives have a fitted effect of over 60% in size
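Cytotoxicity toward P-gp-expressing KB-V1 cells was determined as loss of CellTiter-Glo luminescence after 72 h at 37 degrees C. Compounds were tested in quantitative HTS format across a concentration range, with curves fitted to normalized data.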
IL-1B inflam inh – inhibitors of inflammasome signaling (IL-1 beta secretion); THP-1 LPS/ATP IL-1B secretion, AlphaLISA, 16 h; active compounds read low; activity change, % at 57.5 µM; 4.7% of 360,000 active; AID 743279; in the data active = activity change below about -50%; inconclusive = mostly about -30% to -49%; note: % is set by controls: 0 for no effect and ±100 for the full control effect
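THP-1 cells pretreated 1 hr with compounds (up to 57.5 uM final), then stimulated with LPS (250 ng/mL final) plus ATP (1.25 mM final); secreted IL-1B measured by AlphaLISA after 16 hr, decreased signal indicating inhibition.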
D3 ag – D3 dopamine receptor (human) agonism; D3R DiscoveRx beta-arrestin cells, luminescence, 90 min; max activation, %; 0.58% of 410,000 active; AID 652048; in the data active = max activation above about 30%; note: 0% is about no effect; mostly tested at two doses, the higher about 12 µM
Target sequence (P35462 whole entry, looked up): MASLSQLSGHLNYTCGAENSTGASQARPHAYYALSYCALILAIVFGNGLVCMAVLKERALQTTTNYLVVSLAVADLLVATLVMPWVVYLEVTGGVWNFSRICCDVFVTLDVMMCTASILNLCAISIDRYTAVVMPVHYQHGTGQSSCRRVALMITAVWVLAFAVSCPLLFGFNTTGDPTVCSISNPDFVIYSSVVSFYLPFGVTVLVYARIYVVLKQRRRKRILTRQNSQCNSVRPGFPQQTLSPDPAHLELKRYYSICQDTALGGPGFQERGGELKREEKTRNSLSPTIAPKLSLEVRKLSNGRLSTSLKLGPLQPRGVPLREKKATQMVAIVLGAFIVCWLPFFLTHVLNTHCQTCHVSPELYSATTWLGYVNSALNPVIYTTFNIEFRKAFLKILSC
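Agonist mode: compounds and dopamine controls were applied to plated cells for 90 min at 37 degrees C after an overnight attachment at 1500 cells/well. Luminescent read-out followed 30 - 60 minutes at room temperature with DiscoveRx detection reagent.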
HT1080 IDH1KD tx – kills HT-1080 cells with IDH1 knockdown; HT-1080 IDH1 knockdown viability, ATP luminescence, 48 h; Potency, µM (top dose mostly 46.1 µM), without a hit: top-dose activity, negative = toxicity, actives largely listed as cytotoxic; 2% of 360,000 active; AID 686971;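 note: potency is the fitted concentration of half-maximal effect; 0% = DMSO wells and -100% = cell-free medium wells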
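Knockdown cells (IDH1KD HT-1080) received compounds 2 h after plating at 750 cells/well and were kept 48 h at 37 °C in 5% FBS RPMI. A CellTiter-Glo luminescence read gave % activity for curve fitting.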
SW480 rereplic – DNA re-replication induction in SW480 cells; Potency, µM (doses to about 46.1 µM), for inactives: top-dose re-replication activation, actives largely listed as activators; SW480 DNA re-replication, Hoechst DNA content imaging, 48 h; 1.8% of 340,000 active; note: potency is the fitted concentration of half-maximal effect; % of control where 0% means no effect; nearly all actives have a fitted effect of over 55% in size
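Compounds, transferred as 23 nL by pin tool, were incubated with cells for 48 hr; DNA content per nucleus was then quantified by Hoechst staining and fluorescence plate imaging.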
KB-3-1 cytotox – KB-3-1 parental cell cytotoxicity; 1.4% of 400,000 active; Potency, µM (titrated, usually from 46.1 µM), inactives show at the highest dose activity change, negative = cytotoxic, most hits filed as cytotoxic; KB-3-1 viability, CellTiter-Glo ATP luminescence, 72 h; note: potency is the fitted concentration of half-maximal effect; % is set by controls: 0 for no effect and ±100 for the full control effect; nearly all actives have a fitted effect of over 60% in size
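Cytotoxicity in the drug-sensitive parental line KB-3-1 was scored as loss of CellTiter-Glo luminescence following 72 h incubation with compound. Values come from curve fitting of normalized concentration-response data.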
MCF10A rereplic – DNA re-replication induction in MCF 10a cells | MCF 10A DNA re-replication, Hoechst nuclear intensity, 48 h | Potency, µM (doses to about 46.1 µM), inactives show at the highest dose activity, positive = re-replication, hits mostly activators | 2.9% of 350,000 active; note: potency is the fitted concentration of half-maximal effect; % of control where 0% means no effect; nearly all actives have a fitted effect of over 50% in size
The depositor's hits bear a star; ? = inconclusive; · = not tested or not shown; [ ] = remark or other dose. Unless noted, calls come from the whole dose curve; as a rule, active = well fitted curve in the direction sought with a large enough effect; inconclusive = small, poorly fitted or top-dose-only effect, or another doubt; inactive = no such curve, though single readings can be large; an effect the other way counts as inactive or inconclusive.

The first four compounds (preview)
SMILES	HT1080-NT tox	HEK293 tox	KB-V1 cytotox	IL-1B inflam inh	D3 ag	HT1080 IDH1KD tx	SW480 rereplic	KB-3-1 cytotox	MCF10A rereplic
O=C(Oc1ccc(C(=S)N2CCOCC2)cc1)c1ccccc1F	10%	-3%	10%	-1	14	12%	5%	5%	-16%
COc1cccc(OC)c1OCCN1CCN(C(c2ccccc2)c2ccccc2)CC1	-24%	?	-4%	-53*	-6	-29%	18%	-26%	?
Cn1cnnc1SCC(=O)c1c[nH]c2ccccc12	3%	7%	19%	22	-22	-9%	-12%	-6%	-6%
COc1ccc(NC(=O)C2CCN(S(=O)(=O)c3ccc4c(c3)CCCC(=O)N4)CC2)cc1Cl	·	2%	8%	·	7	·	·	17%	·

The listing, from the first entry:
SMILES	HT1080-NT tox	HEK293 tox	KB-V1 cytotox	IL-1B inflam inh	D3 ag	HT1080 IDH1KD tx	SW480 rereplic	KB-3-1 cytotox	MCF10A rereplic
O=C(Oc1ccc(C(=S)N2CCOCC2)cc1)c1ccccc1F	10%	-3%	10%	-1	14	12%	5%	5%	-16%
COc1cccc(OC)c1OCCN1CCN(C(c2ccccc2)c2ccccc2)CC1	-24%	?	-4%	-53*	-6	-29%	18%	-26%	?
Cn1cnnc1SCC(=O)c1c[nH]c2ccccc12	3%	7%	19%	22	-22	-9%	-12%	-6%	-6%
COc1ccc(NC(=O)C2CCN(S(=O)(=O)c3ccc4c(c3)CCCC(=O)N4)CC2)cc1Cl	·	2%	8%	·	7	·	·	17%	·
COc1ccc(N2CCN(C(c3ccc4ncccc4c3)c3nnnn3C(C)(C)C)CC2)cc1 (stereo unspecified)	-1%	-6%	-8%	-4	6	-4%	-1%	-7%	10%
CC(C)(C)C(=O)NCCCc1nc2ccccc2n1CCCOc1ccc(Cl)cc1	?	?	16µM*	-74*	-12	?	-2%	?	?
O=C(CSc1ncccn1)N/N=C/c1ccc(OC2CSC2)cc1	-2%	-34%	10%	-5	0	2%	1%	3%	3%
NC(=O)C1CN(S(=O)(=O)c2ccc(Cl)cc2F)c2ccccc2O1 (stereo unspecified)	-7%	-13%	-10%	18	1	-10%	?	-7%	0%
Cc1cccc(OCC(=O)Nc2nonc2-c2ccc(Br)cc2)c1C	·	22%	6%	·	-20	·	·	15%	·
O=C(OCC(=O)N(CCc1ccccc1)Cc1ccccc1)c1cccc(S(=O)(=O)N2CCOCC2)c1	-8%	-10%	8%	21	-18	-1%	22%	-12%	?
COc1ccccc1NC(=O)N1CCN(c2ccccn2)CC1	27%	-19%	14%	-5	0	10%	-11%	26%	1%
FC(F)(F)c1cc(-c2ccccn2)nc2cc(-c3ccccc3)nn12	14%	5%	0%	1	-15	23%	-8%	0%	14%
O=C(Cc1cccc2ccccc12)N/N=C/c1ccc(Sc2nc3ccccc3s2)o1	-1%	-11%	?	55	-4	-22%	-6%	?	1%
CCN(c1ccc(OC)cc1)S(=O)(=O)c1nnc(NC(=O)COc2ccc(C)cc2)s1	-9%	6%	-19%	2	19	-6%	-1%	?	8%
Cc1nnc(NCCc2ccccc2)n(N)c1=O	10%	-3%	-14%	-5	-6	22%	9%	2%	-18%
CCOc1cc(/C=N/O)cc(Br)c1OCC	-4%	-1%	?	-2	4	-9%	-2%	1%	?
CCOC(=O)NC(=O)/C(C#N)=C\Nc1sccc1C(=O)OC	6%	-1%	7%	14	2	2%	-100%[inhibitor]	-1%	-11%
CCOC(=O)c1sc2cccc(F)c2c1N	11%	-5%	0%	-2	1	19%	-10%	-3%	-3%
CN(C)c1ccc(-c2ccnc3c2CC(C)(C(=O)NCc2cccs2)O3)cc1 (stereo unspecified)	?	?	0%	11	5	?	·	?	·
Cc1cccc2nc(CSc3nnnn3-c3ccccc3)cn12	-5%	9%	-8%	11	1	0%	?	0%	3%
COc1ccc(CNC(=S)Nc2ccc3nc(N4CCOCC4)cc(C)c3c2)cc1	-4%	-17%	17%	0	-4	-11%	-5%	18%	?
CN(CC1CCOCC1)C(=O)CC1C(=O)NCCN1Cc1cccc(C(F)(F)F)c1 (stereo unspecified)	3%	-13%	21%	9	-9	1%	77%	7%	-1%
COc1ccccc1NC(=O)NC(N)=O	3%	-4%	-1%	-9	0	3%	5%	-18%	-1%
CC(C)C[C@H](NC(=O)c1nc[nH]c1C(=O)NCCCCCNC(=O)OC(C)(C)C)C(=O)OC(C)(C)C	?	0%	?	-3	8	?	?	?	14%
COc1ccc(CCn2c(=O)c3ccccc3n(CC(=O)Nc3cccc(C)c3)c2=O)cc1OC	·	-2%	4%	·	-12	·	·	0%	·
Cc1cc(NC(=O)CCCC(=O)O)nc(C)n1	1%	7%	8%	4	-2	10%	-5%	10%	-5%
O=C1c2cccc3cccc(c23)C(=O)N1OS(=O)(=O)c1ccccc1	0%	-9%	8%	-4	-4	-9%	?	1%	2%
O=C(c1ccccc1)N(Cc1cccs1)C1CCS(=O)(=O)C1 (stereo unspecified)	2%	-6%	5%	12	8	12%	?	3%	?
CSCC(=O)N1CCCC(C(=O)c2cc(F)ccc2F)C1 (stereo unspecified)	-1%	0%	-4%	5	-8	17%	-5%	-11%	0%
C(=N\Nc1nn2cnnc2c2ccccc12)/c1ccco1	-10%	-1%	-25%	-3	-11	-5%	-10%	-9%	-12%
COC(=O)c1ccccc1NC(=O)Nc1ccc(Cl)cn1	9%	19%	-2%	-3	-10	20%	-1%	-8%	0%
COc1ccc2sc(N(Cc3cccnc3)C(=O)c3cccs3)nc2c1	·	-5%	?	·	15	·	·	16µM*	·
COCc1nc2ccccc2n1Cc1ccccc1Br	-2%	-17%	-12%	28	-6	-10%	18%	?	-180%[0.0737 µM]
COc1ccc(CCNC(=O)CSCc2ccc(F)cc2)cc1OC	12%	-2%	-5%	4	-2	10%	-2%	10%	-1%
CC(=NCCc1ccccc1)C1=C(O)CSC1=O	-1%	13%	-1%	-12	0	2%	-3%	-11%	-1%
CC(C)c1onc(C(=O)N2C(C)CCCC2C)c1[N+](=O)[O-] (stereo unspecified)	3%	-1%	17%	-4	1	16%	-7%	6%	-2%
COc1ccc(C(c2c(C)n(C)n(-c3ccccc3)c2=O)c2c(C)n(C)n(-c3ccccc3)c2=O)cc1OC	-1%	-11%	4%	-6	1	-7%	-10%	-11%	-4%
CSc1oc(-c2cccs2)nc1S(=O)(=O)c1ccc(Br)cc1	·	28%	12%	·	0	·	·	1%	·
CC(=NNC(=S)N1CCCCCC1)c1cccc2cccnc12	-8%	?	3.7µM*	-101*	-13	?	?	?	6.5µM*
O=C(O)C(C(=O)Oc1ccccc1)C(C(=O)O)C(=O)Oc1ccccc1 (stereo unspecified)	-4%	-17%	-2%	15	-4	0%	-6%	-1%	-7%
CCC(C)[C@H](NC(=O)[C@@H]1CSC2c3ccccc3C(=O)N21)C(=O)NC1CCCC1 (stereo partly specified)	-2%	-4%	-13%	-4	1	11%	?	6%	1%
COc1ccc(NC(=O)c2cc3c(=O)n(Cc4cccnc4)ccc3nc2C)c(OC)c1	·	-1%	3%	·	6	·	·	11%	·
CCCOc1ccc(-c2nc(=S)[nH][nH]2)cc1	-10%	-11%	?	7	-10	4%	-1%	2%	2%
Cc1ccc(-n2nc3c(N4CCC(C(=O)NCCc5ccccc5)CC4)nnc(C)c3c2C)cc1	·	1%	5%	·	-13	·	·	-5%	·
CCOc1ccc2nc(COC(=O)c3cccs3)c(C(C)=O)[n+]([O-])c2c1	0%	0%	19%	30	11	-12%	-31%[inhibitor]	22%	6%
COc1ccccc1N1CC(C(=O)OCC(=O)c2c(N)n(C)c(=O)n(C)c2=O)CC1=O (stereo unspecified)	-2%	-2%	10%	36	0	6%	·	?	·
COc1cc(-c2cc(=O)c3c(O)cc(O)cc3o2)ccc1O	0%	7%	8%	-64*	12	-17%	8%	0%	?
O=C(O)c1ccccc1CSc1nnc2c(n1)[nH]c1ccccc12	2%	-15%	-18%	20	-23	-13%	1%	-13%	-4%
COc1c2ccoc2nc2c(OC)c(OCC(O)C(C)(C)O)ccc12 (stereo unspecified)	-8%	-9%	-1%	-3	-16	-2%	-1%	2%	5%
C=CCN1C=CC(=O)CC1	2%	6%	?	21	-12	-1%	?	0%	-21%
The list goes on:
SMILES	HT1080-NT tox	HEK293 tox	KB-V1 cytotox	IL-1B inflam inh	D3 ag	HT1080 IDH1KD tx	SW480 rereplic	KB-3-1 cytotox	MCF10A rereplic
CCCn1cc(CN2CCC(n3nccc3NC(=O)C(OC)c3ccccc3)CC2)c(C)n1 (stereo unspecified)	21%	-9%	?	27	-1	13%	-7%	1%	9%
NC(=O)CC(NC(=O)Cc1cccc2ccccc12)c1ccc(NCc2ccc(F)cc2)c([N+](=O)[O-])c1 (stereo unspecified)	-21%	-6%	?	26	-35	?	-12%[9.22 µM]	-3%	-59%[inhibitor]
O=S(=O)(NCCc1csc(-c2ccc(F)cc2)n1)c1ccc(Cl)cc1	·	-4%	-6%	·	-17	·	·	?	·
CN1CCN(c2oc(/C=C/c3ccccc3)nc2C#N)CC1	10%	0%	29%	5	7	27%	-5%	24%	-3%
COc1cccc(NC(=O)C(C)N2C(=O)c3ccccc3C2=O)c1 (stereo unspecified)	13%	8%	?	28	0	-5%	-4%	2%	-2%
COc1ccc(OC)c(NC(=O)c2cc(CN3CCCC3)on2)c1	·	2%	16%	·	-12	·	·	-14%	·
O=C(CSc1n[nH]c(=O)[nH]c1=O)Nc1ccc(SC(F)F)cc1	2%	12%	29%	21	1	6%	-7%	2%	0%
CC(O)C(NC(=O)OCc1ccccc1)C(=O)OCc1ccccc1 (stereo unspecified)	0%	11%	-8%	-2	-3	-15%	1%	12%	3%
Cc1cccc(N=Nc2c(N)n[nH]c2N)c1	5%	-6%	?	-25	0	14%	-3%	-1%	-2%
CCOc1ccc(CCNC(=O)c2ccc3nc(N4CCC(C)CC4)sc3c2)cc1OCC	·	6%	-8%	·	2	·	·	7%	·
